MT stabilizer – stabilizes microtubules in HeLa cells | HeLa tubulin immunostaining HCS, 24 h; share of cells brighter than vehicle mean+2SD | % tubulin-high responders, % at 10 µM | hit rate 0.83% among 200,000;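 active means plate Z-score above 3 for both tubulin-high and condensed-nucleus cell shares, with cell loss under 80%, at 10 µM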;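 further: anti alpha tubulin signal scored within the nucleus-defined area of each cell; some results filed as inactive read as strong as hits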
Myeloid diff 2 – myeloid differentiation induction; hit rate 1% among 360,000; ER-HoxA9 myeloid progenitors, lysozyme-GFP differentiation, flow cytometry; calls only at 10 µM;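 active means normalized GFP-positive differentiation at or above the plate's own cutoff, the solvent-only control mean plus 3 SD; inconclusive means no clear call, values can overlap the other calls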;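 further: cells exposed to compound for four days before flow analysis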
WT yeast gro inh – growth inhibition of WT yeast, mitochondrial fusion screen; mitochondrial fusion phenotypic screen, WT strain; inhibition, % at 10 µM; hit rate 2.1% among 190,000; in the data active means inhibition above about 58%; tested in S. cerevisiae
Ins promoter up – MIN6 insulin promoter up-regulation; MIN6 insulin promoter-GFP reporter, high-content imaging; stronger effect = higher value; z-score at 5 µM; AID 1625; hit rate 0.3% among 190,000;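 active means z-score above 3 at 5 µM with at least 500 cells counted in the well; inconclusive means wells under 500 cells, flagged as cytotoxic or low count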
bCat nuc transl – beta-catenin nuclear translocation modulation; nuclear translocation activity, % at 5 µM; HeLa beta-catenin nuclear translocation, immunofluorescence imaging; hit rate 0.3% among 190,000;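 active means nuclear translocation activity above 50% at 5 µM, with a well cell count of 50 or more; inconclusive means wells under 50 cells across six images, flagged as toxic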;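 further: per-cell ratio of nuclear to cytoplasmic median beta-catenin stain intensity; plate controls were DMSO negative control for no effect and GSK-3 inhibitor IX positive control for full effect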
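test system = HeLa cells, endogenous beta-catenin | dosing = single 5 µM dose plus 0.02–20 µM confirmation series | times = compound treatment 24 h, 37°C, 5% CO2 | technique = beta-catenin immunofluorescence imaging with DAPI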
Autophagy mod – autophagy modulation, high-content screen; MEF GFP-LC3 puncta imaging; test concentration mostly 10 µM; AID 463193; calls only at 10 µM (by protocol); hit rate 0.98% among 190,000;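 active means percentage of spot-positive cells more than 3 SD above its plate mean, without a fluorescence outlier flag or 80% toxicity; inconclusive means no clear call, values can overlap the other calls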;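 further: spot-positive cell cutoff set from DMSO-treated cells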
Hep lipid drop – modulators of hepatic lipid droplet formation; AML12 mouse hepatocytes, oleate lipid droplets, BODIPY imaging; inhibition, % at 6.5 µM; hit rate 0.4% among 240,000; AID 1656;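 active means lipid droplet intensity inhibited by at least 50%, with more than 500 cells counted; inconclusive means wells with under 300 cells, treated as cytotoxic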
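Material – AML12 mouse liver cells · Also added – oleate loading, 100 µM · Compound dosing – 6.5 µM single-point dosing · Times – overnight treatment with compound plus oleate · Measured by – fluorescence imaging, 20x objective, two fields per well · Read-out – percent inhibition of filter-corrected integrated lipid droplet intensity per well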
T cell modulator – T cell immune modulators affecting CD8 T cell-vesicle binding. 2C CD8+ T cell-vesicle binding, flow cytometry; stronger effect = lower value. hit rate 0.068% among 330,000. calls only at 7 µM;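 active means response, share of CD8 T cells binding vesicles, and their 90th percentile fluorescence all below set limits, cut at about 80% in these data, passing the limit was not always enough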
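incubation = binding step 1.5 h, 37 °C, antibody labelling 20 min, ice | test system = 2C mouse CD8+ T cells | read-out basis = percent CD8+ FL2 mean versus row control | controls = Peptide-free naked vesicles (low) and QL9 vesicles with 0.7% DMSO vehicle (high) | detection = flow cytometry of vesicle-bound cells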
West Nile virus CPE – West Nile virus antiviral activity, cell-based, CPE readout (AID 1621); West Nile virus-infected cells, CPE inhibition; higher % means a stronger effect; CPE inhibition, % at 10 µM; hits with a dose series show IC50 in µM; hit rate 0.02% among 290,000; in the data active means a potency from the dose series; inconclusive means CPE inhibition mostly from about 3.7% at the one dose, without a potency; inactive means the rest, 99 in 100 with CPE inhibition below about 2.2%; further: strong numbers were not always called active
WT yeast gro inh mutant strain – second read-out of WT yeast gro inh, no call of its own (marks repeat the call); inhibition, %; mitochondrial fusion phenotypic screen, mutant strain inhibition
Ins promoter up cell count – second read-out of Ins promoter up, no call of its own (marks repeat the call); cell count; measured here: cytotoxicity, nuclei count;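 total cells summed across four imaged fields per well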
Hep lipid drop cells 6.5 µM – further read-out of Hep lipid drop, marked with its call; cell count; measured here: cell count, cytotoxicity flag;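 cells counted across two imaged fields per well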
bCat nuc transl cell count 5 µM – second read-out of bCat nuc transl, no call of its own (marks repeat the call); cell count; measured here: cell count, cytotoxicity flag
T cell modulator vesicle-bound % – also measured in T cell modulator; calls as there; double positive events, %; measured here: CD8+ vesicle-bound cell fraction;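 binding gate set so that unloaded-vesicle control wells show 10% double positive cells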
MT stabilizer Hoechst-high % – also measured in MT stabilizer; calls as there; % Hoechst-high responders; measured here: nuclear condensation Hoechst responders;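 share of cells brighter than vehicle mean plus two SD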
MT stabilizer cytotoxicity % – recorded beside MT stabilizer, whose call it bears; toxicity, %; measured here: cytotoxicity by cell density;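 0% = mean cell density of plate MIN control wells and 100% = no cells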
Autophagy mod cell loss 18 h – recorded beside Autophagy mod, whose call it bears; toxicity, %; measured here: cell loss, nuclei count;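 cell loss after 18 h compound exposure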
Myeloid diff 2 GFP+ MAC1+ % – second read-out of Myeloid diff 2, no call of its own (marks repeat the call); GFP+ MAC1+ double positive, %; measured here: differentiation confirmed by MAC1 staining
* = called active by the depositor; i = inactive; ? = inconclusive; · = not tested or not shown; + = active, no number.

SMILES	MT stabilizer	MT stabilizer Hoechst-high %	MT stabilizer cytotoxicity %	Myeloid diff 2	Myeloid diff 2 GFP+ MAC1+ %	WT yeast gro inh	WT yeast gro inh mutant strain	Ins promoter up	Ins promoter up cell count	bCat nuc transl	bCat nuc transl cell count 5 µM	Autophagy mod	Autophagy mod cell loss 18 h	Hep lipid drop	Hep lipid drop cells 6.5 µM	T cell modulator	T cell modulator vesicle-bound %	West Nile virus CPE
O=C(Cc1ccccc1)CC1(O)C(=O)Nc2ccccc21 (stereo not drawn)	4.5	3.1	7.8	i	6.5	-5	-1	0.46	1216	·	·	i	-7	-3	720	i	6	-0.3%
CCc1nnc(NC(=O)CSc2nnc(C(C)NC(=O)c3ccccc3)n2C)s1 (stereo not drawn)	·	·	·	i	1.7	·	·	·	·	·	·	·	·	-10	756	i	47	-0.1%
O=C(/C=C/c1c(F)cccc1Cl)Nc1ccncc1	5.1	3.2	6.2	i	0.3	24	-5	?	·	-0.4	505	i	-16	19	745	i	50	-0.9%
CCn1c(CSc2ncccn2)nnc1SCC(=O)N1c2ccccc2CC1C (stereo not drawn)	2.6	1.2	0.8	i	0.9	-10	5	1.3	1142	-0.8	1071	i	-3	-1	555	i	9	-0.2%
O=C(N/N=C/c1ccccc1Cl)C1CC1	·	·	·	i	0.5	·	·	·	·	·	·	·	·	-1	817	i	4	-0.3%
O=C(O)CCC(=O)N1N=C(c2ccc(Br)cc2)CC1c1cccs1 (stereo not drawn)	3.0	1.6	12	i	0.2	-2	7	-0.12	1450	0.5	1527	i	20	1	708	i	38	0.0%
O=C(CN1C(=O)/C(=C\c2cccc(Cl)c2)Sc2ccccc21)NCCCN1CCOCC1	·	·	·	i	0.0	·	·	·	·	·	·	·	·	4	629	i	31	11%
CN(CC(=O)Nc1cc(S(=O)(=O)N2CCOCC2)ccc1Cl)C1CCS(=O)(=O)C1 (stereo not drawn)	1.9	1.9	4.2	i	0.9	2	11	·	·	-0.6	1067	i	-3	12	669	i	45	0.9%
FC(F)(Cl)c1nnc2ccc(Sc3ccccn3)nn12	3.0	3.2	5.9	i	0.8	-4	-10	-1.4	1248	0.6	1057	i	-1	0	681	i	31	-0.4%
CCCSc1nc(C)cc(C)c1C(N)=O	2.5	1.6	1.9	i	0.7	-2	6	0.02	1691	0.1	1367	i	-10	·	·	i	23	-0.1%
COc1ccc(C(=O)Oc2ccc(/C=N/NC(=O)Cc3ccc([N+](=O)[O-])cc3)cc2)cc1	3.9	2.8	6.3	i	0.4	0	-16	-0.12	1164	·	·	i	-37	-4	597	i	46	·
O=C1NC(=S)N/C1=C/c1cc2c(cc1[N+](=O)[O-])OCO2	·	·	·	i	1.7	·	·	·	·	·	·	·	·	10	836	i	27	-0.8%
Cc1cccc(NC(=O)c2cc(S(=O)(=O)N3CCc4ccccc43)cn2C)c1C	·	·	·	i	5.0	·	·	·	·	·	·	·	·	-1	780	i	26	-0.6%
CC1CCCC(NC(=O)C2CCN(S(=O)(=O)N3CCOCC3)CC2)C1C (stereo not drawn)	5.7	2.9	2.4	i	5.2	-6	0	-0.67	1385	0.2	1395	i	4	·	·	i	3	0.4%
O=C(/C=C/c1ccccc1[N+](=O)[O-])c1ccccc1Br	29*	24*	65*	i	0.8	69*	60*	0.35	1531	-0.4	1062	i	23	-4	665	i	10	-1.5%
CCO[C@H]1OC(C(=O)NC2CC2)=C[C@@H](c2c[nH]c3ccccc23)[C@@H]1CCCO	·	·	·	i	0.8	·	·	0.83	788	0.7	1076	·	·	·	·	i	13	-0.1%
CCc1cc2ccc(OC)cc2nc1SCC(=O)NNC(C)=O	11	0.7	0.0	i	0.9	-16	8	0.48	1591	0.1	1531	i	16	-46	489	i	42	0.5%
O=C(NCCCN1CCOCC1)c1ccc2c(c1)N(Cc1c(F)cccc1Cl)C(=O)CS2	·	·	·	i	0.9	·	·	·	·	·	·	·	·	-16	784	i	15	-0.2%
CCN1CCC(NC(=O)Nc2ccc(F)cc2F)CC1	1.7	1.1	3.5	i	0.0	-16	4	-0.24	1393	-1.2	1060	i	5	1	734	i	54	0.2%
C/C(CC(=O)Nc1ccc(N(C)C)cc1)=N\NC(=O)c1ccc(Cl)cc1	·	·	·	i	1.4	·	·	·	·	·	·	·	·	-15	385	i	52	-0.4%
O=C(COC(=O)c1ccc2c(c1)C(=O)N(CCc1ccccc1)C2=O)Nc1ccc(OC(F)F)cc1	2.0	4.1	3.1	i	0.2	5	-17	·	·	1.2	985	i	-6	-3	555	i	32	0.3%
CCN(CC(=O)Nc1c(F)cccc1F)C(=O)c1cccc(S(=O)(=O)N2CCN(c3ccccc3)CC2)c1	·	·	·	i	1.0	·	·	·	·	·	·	·	·	1	849	i	50	-1.3%
C=CCc1c(C)c(C#N)c2nc3ccccc3n2c1N1CCCCC1	·	·	·	i	0.1	·	·	0.17	1058	1.1	1272	·	·	14	737	i	61	-1.3%
COc1ccccc1CC(NC(C)=O)C(=O)NC1CCN(c2nnnn2-c2ccccc2)CC1 (stereo not drawn)	3.4	1.2	12	i	0.1	9	18	-0.68	1382	-0.6	1056	i	7	3	681	i	47	0.2%
Cc1c(OC(=O)CNC(=O)OC(C)(C)C)ccc2c3c(c(=O)oc12)CCC3	1.5	1.1	3.3	i	2.4	20	86	0.15	1119	-2.8	878	i	28	·	·	i	49	0.5%
Cc1ccc(CN2CC(C(=O)Nc3ncccc3C)CC2=O)cc1 (stereo not drawn)	·	·	·	i	1.1	·	·	·	·	·	·	·	·	9	839	i	61	0.8%
COc1ccc(-n2cc(CNCC3CCOCC3)c(-c3cccc(F)c3)n2)cc1	1.6	2.0	10	i	0.2	8	8	0.32	1413	1.1	1106	i	3	-19	652	i	54	-1.1%
COc1ccc(OC)c(S(=O)(=O)Nc2ccc3[nH]c(=O)[nH]c3c2)c1	·	·	·	i	1.0	·	·	·	·	·	·	·	·	-1	814	i	13	-0.2%
CCOC(=O)c1c(NC(=O)CSc2nccc(=O)[nH]2)sc(C)c1C	·	·	·	i	0.5	·	·	·	·	·	·	·	·	23	736	i	7	0.3%
CC1CCC(C(=O)NNC(=O)c2cc(-c3ccco3)[nH]n2)CC1 (stereo not drawn)	2.2	1.3	9.8	i	0.7	16	5	-0.31	1102	-0.1	1025	i	16	7	763	i	44	0.3%
Cc1ccc(OCCNC(=O)/C=C/c2ccccc2)cc1C	3.2	2.6	9.4	i	0.6	15	-5	0.58	1193	1.1	485	i	-19	-3	627	i	35	-0.6%
CC(=O)NC1=NN(C(C)=O)C(c2sccc2C)S1 (stereo not drawn)	2.1	0.9	4.7	i	1.8	-7	9	-0.58	965	·	·	i	1	8	825	i	24	-0.7%
O=C(O)[C@@H]1CCCN1C(=O)COc1ccc2c3c(c(=O)oc2c1)CCC3	·	·	·	i	2.2	·	·	·	·	·	·	·	·	-3	777	i	26	-0.2%
Cc1ccc(/C=C/C(=O)Nc2cccc(S(=O)(=O)N3CCOCC3)c2)o1	4.3	0.9	7.4	+	1.0*	11	6	0.76	1441	2.4	983	i	5	-3	625	i	26	-0.2%
COc1ccccc1-c1nnc(SC/C(O)=C(\C#N)c2nc3ccccc3[nH]2)n1C1CCCCC1	6.3	2.2	11	i	0.8	-2	-13	0.33	1054	-3.2	459	i	13	-45	683	i	45	-0.1%
CCC(CC)COC(=O)C(C#N)c1nc2ccccc2nc1N1CCOCC1 (stereo not drawn)	5.1	3.8	8.4	i	1.8	50	10	-0.57	809	0.0	670	i	9	·	·	i	40	0.5%
Cc1nn(C)c(C(=O)Sc2cccc(Cl)c2)c1[N+](=O)[O-]	·	·	·	i	0.2	·	·	0.45	1013	-1.4	1248	·	·	11	699	i	32	-0.1%
O=Cc1ccc(Sc2ncccn2)o1	1.6	1.5	2.1	i	0.4	4	18	-0.54	1058	0.0	1073	i	-6	25	669	·	·	0.7%
N#CCC(=O)Nc1ccc(C(=O)NCCC(c2ccccc2)c2ccccc2)cc1	·	·	·	+	1.0*	·	·	·	·	·	·	·	·	2	788	i	16	-0.3%
C=CCC1c2cccc(C(=O)OC)c2C(=O)N1c1ccccc1 (stereo not drawn)	4.8	1.2	5.9	i	0.8	0	-7	0.6	1583	-0.7	1386	i	-1	·	·	i	3	-0.7%
COc1ccc(N2CCN(C(=O)CSc3nnc4c(C)cc5ccccc5n34)CC2)cc1	2.8	1.5	1.5	i	1.0	-7	-9	-0.38	1338	1.9	914	i	-4	2	683	i	33	-0.1%
CCOc1ccc(N2C(=O)CCC2=O)cc1	3.1	2.3	3.2	i	0.7	-2	2	-0.17	1768	0.3	1114	i	18	10	680	i	18	-0.3%

Among those listed so far, these have a COOH group.
SMILES	MT stabilizer	MT stabilizer Hoechst-high %	MT stabilizer cytotoxicity %	Myeloid diff 2	Myeloid diff 2 GFP+ MAC1+ %	WT yeast gro inh	WT yeast gro inh mutant strain	Ins promoter up	Ins promoter up cell count	bCat nuc transl	bCat nuc transl cell count 5 µM	Autophagy mod	Autophagy mod cell loss 18 h	Hep lipid drop	Hep lipid drop cells 6.5 µM	T cell modulator	T cell modulator vesicle-bound %	West Nile virus CPE
O=C(O)CCC(=O)N1N=C(c2ccc(Br)cc2)CC1c1cccs1 (stereo not drawn)	3.0	1.6	12	i	0.2	-2	7	-0.12	1450	0.5	1527	i	20	1	708	i	38	0.0%
O=C(O)[C@@H]1CCCN1C(=O)COc1ccc2c3c(c(=O)oc2c1)CCC3	·	·	·	i	2.2	·	·	·	·	·	·	·	·	-3	777	i	26	-0.2%

Screening results as filed in PubChem.
